Compound activity as filed in PubChem BioAssay.
KDM5B inhibitor: KDM5B demethylase inhibition | actives 2.6% (n = 220,000) | AID 1347165 | Potency, µM (doses to about 57.7 µM), for inactives: top-dose activity change, negative = inhibition, hits mostly inhibitors | Q9UGL1 | KDM5B demethylase, FDH-coupled NADH fluorescence (FDH is formaldehyde dehydrogenase); active = well fitted inhibition curve with a large enough effect; inconclusive = small, poorly fitted or top-dose-only effect; inactive = no such curve, though single readings can be large or run the other way; also: 0% is about no effect; nearly all actives have a fitted effect of over 70% in size
Target sequence (Q9UGL1 whole entry, looked up): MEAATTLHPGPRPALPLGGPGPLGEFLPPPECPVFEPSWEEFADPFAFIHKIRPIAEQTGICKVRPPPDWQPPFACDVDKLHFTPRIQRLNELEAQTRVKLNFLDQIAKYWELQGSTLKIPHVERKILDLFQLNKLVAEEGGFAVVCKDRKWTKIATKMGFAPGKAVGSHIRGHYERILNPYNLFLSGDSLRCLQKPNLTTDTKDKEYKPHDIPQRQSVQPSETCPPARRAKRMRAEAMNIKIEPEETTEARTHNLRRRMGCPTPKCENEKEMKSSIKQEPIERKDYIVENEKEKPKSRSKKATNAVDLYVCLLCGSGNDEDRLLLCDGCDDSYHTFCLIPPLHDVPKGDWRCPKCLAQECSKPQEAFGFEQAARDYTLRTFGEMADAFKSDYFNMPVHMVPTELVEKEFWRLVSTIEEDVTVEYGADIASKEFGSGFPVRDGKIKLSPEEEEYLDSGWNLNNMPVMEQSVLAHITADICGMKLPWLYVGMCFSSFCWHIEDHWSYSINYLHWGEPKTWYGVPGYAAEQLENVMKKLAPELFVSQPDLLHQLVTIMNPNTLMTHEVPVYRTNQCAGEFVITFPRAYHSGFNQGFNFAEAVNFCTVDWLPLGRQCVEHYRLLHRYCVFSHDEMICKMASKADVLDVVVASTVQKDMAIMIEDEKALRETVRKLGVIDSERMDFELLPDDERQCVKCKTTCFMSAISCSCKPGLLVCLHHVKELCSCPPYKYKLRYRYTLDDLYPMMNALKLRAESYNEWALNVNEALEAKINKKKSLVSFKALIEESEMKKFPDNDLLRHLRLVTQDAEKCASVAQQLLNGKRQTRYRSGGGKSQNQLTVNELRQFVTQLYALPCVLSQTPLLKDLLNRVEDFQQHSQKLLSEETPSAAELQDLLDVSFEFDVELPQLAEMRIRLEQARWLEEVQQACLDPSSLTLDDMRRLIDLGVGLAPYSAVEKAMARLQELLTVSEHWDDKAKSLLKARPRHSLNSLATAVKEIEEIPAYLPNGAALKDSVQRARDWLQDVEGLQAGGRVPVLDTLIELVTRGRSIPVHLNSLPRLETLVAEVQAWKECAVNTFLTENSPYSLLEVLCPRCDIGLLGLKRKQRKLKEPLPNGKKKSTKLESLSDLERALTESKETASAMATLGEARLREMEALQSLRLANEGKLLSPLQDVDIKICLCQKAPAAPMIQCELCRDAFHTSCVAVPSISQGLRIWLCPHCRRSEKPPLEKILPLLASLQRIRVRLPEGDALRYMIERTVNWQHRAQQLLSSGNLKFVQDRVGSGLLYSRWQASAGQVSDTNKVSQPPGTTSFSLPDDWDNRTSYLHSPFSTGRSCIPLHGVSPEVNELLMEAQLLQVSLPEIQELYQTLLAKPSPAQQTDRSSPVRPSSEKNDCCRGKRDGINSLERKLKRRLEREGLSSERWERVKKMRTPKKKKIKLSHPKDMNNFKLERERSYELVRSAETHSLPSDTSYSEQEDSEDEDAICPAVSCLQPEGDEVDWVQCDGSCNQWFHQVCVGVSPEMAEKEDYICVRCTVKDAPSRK
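Measured: NADH fluorescence change, 30 min, RT. System: KDM5BΔAP 200 nM final, H3K4me3 peptide, α-KG, Fe(II), ascorbate, NAD⁺ plus FDH, pH 7.5 HEPES. Compounds: titrated, 10 min pre-incubation with enzyme.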
* = called active by the depositor; ? = inconclusive; [ ] = another dose, or the depositor's remark. Potency is read from the fitted curve at half-maximal effect.

KDM5B inhibitor	Compound
8%	Cc1ccc(C)n1CCN1CCN(S(=O)(=O)c2ccc(F)cc2F)CC1
-34%	COc1ccccc1NC(=O)c1ccc(Cl)c(S(=O)(=O)NCc2ccco2)c1
-10%	O=C(c1ccc(F)c(F)c1)N1CCN(c2cc(-c3ccc(Cl)cc3)[nH]n2)CC1
8%	Cc1cccc(C(=O)N2C(C(=O)NCc3ccccc3)COC23CCC(C)CC3)c1 (centres undefined)
-1%	CCNc1ccc(-c2nc(-c3ccco3)no2)cc1[N+](=O)[O-]
35µM*	O=C(NCc1ccc(Cl)nc1)c1cccn2nccc12
?	OC1(CN2CCCCC2)CCN(Cc2cnn(-c3ccccc3Cl)c2)C1 (centres undefined)
?	CC(=O)N1c2ccccc2C(=O)C1N1CCN(c2ccc(F)cc2)CC1 (centres undefined)
-10%[11.5 µM]	Cc1ccc2oc(C(=O)Nc3c(C(=O)Nc4cccc(Cl)c4)oc4ccccc34)cc(=O)c2c1
?	CCOC(=O)c1c(-c2ccccc2)oc2ccc(OCc3ccc(C)cc3)cc12
-2%	O=c1c(Oc2ccccc2)coc2cc(OCc3ccc(Cl)cc3)ccc12
94%[activator]	Cc1noc(COc2ccc3c(C)cc(=O)oc3c2)n1
-1%	CC(NCc1ccccc1C#N)c1ccccc1F (centres undefined)
17%[86.2 µM]	O=C(Nc1ccc([C@H]2OCC(=O)N(Cc3cccnc3)[C@@H]2CO)cc1)C1CCC1
?	Cc1ccc(SCC(=O)Nc2ccc(N3CCOCC3)cc2)cc1C
-2%	COc1ccccc1CNC(=O)Cc1nn(C)c(=O)c2ccccc12
?	COc1ccc(N2CCN(C(c3ccccc3F)c3sc4nc(-c5ccco5)nn4c3O)CC2)cc1 (centres undefined)
-22%	Brc1ccc(-c2noc(-c3ccccc3)n2)o1
?	CC1=C[C@@H](CNC(=O)CCC(=O)O)[C@H](C(C)C)C[C@H]1CC(=O)N1CCN(c2ccccn2)CC1
?	CCCNC(=O)NCC1Cn2cccc2CN1Cc1ccccc1 (centres undefined)
-16%	Cc1ccc(C2C(C#N)=C(N)OC3=C2C(=O)CC(C)(C)C3)o1 (centres undefined)
18%	CC(OC(=O)c1cc(C2CC2)nn1-c1ccccc1)C(N)=O (centres undefined)
-8%	COc1ccc(C(=O)N2CCC(n3cc(-c4nc(C)no4)nn3)C2)cc1 (centres undefined)
18%	CO/N=C/c1ccccc1OCc1ccc(C(=O)OC)cc1

Reformatted with bars between the fields: part of the list above.
compound | KDM5B inhibitor
O=C(NCc1ccc(Cl)nc1)c1cccn2nccc12 | 35µM*
OC1(CN2CCCCC2)CCN(Cc2cnn(-c3ccccc3Cl)c2)C1 (centres undefined) | ?
CC(=O)N1c2ccccc2C(=O)C1N1CCN(c2ccc(F)cc2)CC1 (centres undefined) | ?
Cc1ccc2oc(C(=O)Nc3c(C(=O)Nc4cccc(Cl)c4)oc4ccccc34)cc(=O)c2c1 | -10%[11.5 µM]
CCOC(=O)c1c(-c2ccccc2)oc2ccc(OCc3ccc(C)cc3)cc12 | ?
O=c1c(Oc2ccccc2)coc2cc(OCc3ccc(Cl)cc3)ccc12 | -2%
Cc1noc(COc2ccc3c(C)cc(=O)oc3c2)n1 | 94%[activator]
CC(NCc1ccccc1C#N)c1ccccc1F (centres undefined) | -1%
O=C(Nc1ccc([C@H]2OCC(=O)N(Cc3cccnc3)[C@@H]2CO)cc1)C1CCC1 | 17%[86.2 µM]
Cc1ccc(SCC(=O)Nc2ccc(N3CCOCC3)cc2)cc1C | ?
COc1ccccc1CNC(=O)Cc1nn(C)c(=O)c2ccccc12 | -2%
COc1ccc(N2CCN(C(c3ccccc3F)c3sc4nc(-c5ccco5)nn4c3O)CC2)cc1 (centres undefined) | ?
Brc1ccc(-c2noc(-c3ccccc3)n2)o1 | -22%
CC1=C[C@@H](CNC(=O)CCC(=O)O)[C@H](C(C)C)C[C@H]1CC(=O)N1CCN(c2ccccn2)CC1 | ?
CCCNC(=O)NCC1Cn2cccc2CN1Cc1ccccc1 (centres undefined) | ?
Cc1ccc(C2C(C#N)=C(N)OC3=C2C(=O)CC(C)(C)C3)o1 (centres undefined) | -16%

Additional results follow:
KDM5B inhibitor	Compound
34%	CCCN(C(=O)Cn1nc(Cc2ccncc2)c2ccccc2c1=O)c1ccc(F)cc1
-6%	COc1ccc(S(=O)(=O)NCC(c2ccc(N(C)C)cc2)N2CCOCC2)cc1 (centres undefined)
?	CN(/C=C/C(=O)/C=C/N(C)c1ccccc1)c1ccccc1
-5%	COc1ccccc1NS(=O)(=O)c1cccc(C(=O)NCc2ccccn2)c1
-7%	O=C1CC(c2cccs2)Cc2c1cnn2-c1nc2ccccc2[nH]1 (centres undefined)
-19%	O=C(Cn1nc(Cc2cccnc2)c2ccccc2c1=O)Nc1ccc(F)c(Cl)c1
-21%	O=C(COc1ccccc1)N1CCCN(c2cc(-c3ccc(Br)cc3)[nH]n2)CC1
?	O=C(NC1CCCC1)c1ccc2c(=O)n(Cc3ccccc3)c(SCc3ccccc3)nc2c1
?	Fc1cccc(/C=C/c2nc3ccccc3o2)c1
-13%	CCNC(=O)N1CCc2c(c(-c3nncn3-c3ccccc3)nn2C)C1
5%	CCOC(=O)c1[nH]c(C)c(C(=O)OCC#N)c1C
-14%	O=C(NCc1ccc(F)cc1F)C1CCN(C(=O)c2ncn3c2COC(c2ccc(F)cc2)C3)CC1 (centres undefined)

At a glance, some entries already given:
KDM5B inhibitor	Compound
-7%	O=C1CC(c2cccs2)Cc2c1cnn2-c1nc2ccccc2[nH]1 (centres undefined)
-19%	O=C(Cn1nc(Cc2cccnc2)c2ccccc2c1=O)Nc1ccc(F)c(Cl)c1

Going on with the list.
KDM5B inhibitor	Compound
-34%	CC(C)OCCCN1C(=O)c2[nH]nc(-c3ccccc3O)c2C1c1ccc(OCc2ccccc2)cc1 (centres undefined)
?	COc1ccc(CCNC(=O)c2cc(Sc3cccc(Cl)c3)nc3ccccc23)cc1OC
5%	COc1cc(C2C=C(C(=O)O)Nc3ncnn32)ccc1OCCC(C)C (centres undefined)
-15%	Cc1ccccc1Oc1nc2c(c(=O)n(C)c(=O)n2C)n1Cc1ccc(Br)cc1
-13%	Cc1ccc(CC(=O)N2C[C@@H](COc3ccccc3)[C@H](C(N)=O)C2)cc1
16%	O=C(N[C@@H]1CN(Cc2ccccc2)C[C@H]1CO)c1ccnnc1
16%	N#Cc1ccccc1CNc1ccc(Cl)cc1F
-2%	O=C(COC(=O)c1cc(=O)c2ccccc2o1)Nc1ccc(F)cc1F
10%	C=CCn1c(N2CCCC(C)C2)nc2c1c(=O)n(C)c(=O)n2C (centres undefined)
-5%	CC(C)=CCC1(C(=O)O)CCCN(C(=O)Cc2c[nH]c(=O)n(C)c2=O)C1 (centres undefined)
-9%	Cc1ccc(N(CC(=O)NCc2ccccc2C)S(=O)(=O)N(C)C)cc1
?	O=C(NCCc1ccccc1)c1ccc(Cn2c(SCc3ccccc3)nc3cccnc32)cc1
-5%	CCOC(=O)CCCNC(=O)c1cc(-c2ccncc2)nc2ccccc12
?	Cc1cccn2c(CC(=O)N3Cc4[nH]cnc4CC3C(=O)O)cnc12 (centres undefined)
-1%	Cc1cc(C)c(C#N)c(SCc2cc(=O)oc3cc(C)c(O)cc23)n1
-15%[86.2 µM]	CN(Cc1ccccc1)C1CCc2ccccc21 (centres undefined)
-25%	CCc1ccc(C(CN)c2c[nH]c3ccccc23)cc1 (centres undefined)
-3%	O=C(CSc1nc2cc(Cl)ccc2s1)NCCc1ccccc1
7%	Cc1ccc(NC(=O)Cn2nc3n(c2=O)CCCC3)cc1Cl
-13%	O=C1NCCCCCN(C(=O)NCc2ccc(F)cc2)[C@H]2CCC[C@@H]12
-26%	COc1ccc(-c2cc3nccc(-c4cc(Cl)c(C)cc4O)n3n2)cc1
24%	CC(C)(CO)NC(=O)C12CC3CCC(CC(C3)C1)C2
14%	O=C(O)c1cccc(S(=O)(=O)N2CCCC(c3nc4c(nnn4Cc4ccccc4Cl)c(=O)[nH]3)C2)c1 (centres undefined)
4%	O=C(NCc1ccccc1Cl)c1ccc(CS(=O)(=O)c2ccc(Br)cc2)o1
24%	CCOCCCNC(=O)CN1CCN(Cc2ccc(Cl)cc2)C1=O
14%	CCCCn1c(-c2cccs2)nc2oc3ccccc3c(=O)c2c1=O
-29%	O=C(CCC[C@@H]1[C@H]2CCCN3CCC[C@@H](CN1Cc1ccccc1)[C@@H]23)NCc1ccncc1
-1%	Cc1ccc(NC(=O)C2CCC(=O)N2C(=O)OCc2ccccc2)cc1 (centres undefined)
-25%	CSc1ccccc1NC(=O)C1=CC(c2ccc3c(c2)OCO3)=NS(=O)(=O)N1C
?	COc1ccc(Cl)cc1NC(=O)c1cc(-c2ccc[nH]2)n[nH]1
?	COCCNC(=O)Nc1cc(C(=O)NCc2ccc(C(C)C)cc2)ccc1N1CCCC1
-6%	N#Cc1ccc(/C=C/C(=O)c2ccc3c(c2)CCO3)cc1
17%	Cn1c(CNC(=O)c2ccc3c(c2)OCO3)nnc1SCC(=O)c1ccccc1
21%	CCOc1ccc(CN2C(=O)C3(CCOCC3)CC2c2nnnn2C(C)(C)C)cc1 (centres undefined)
8%	Cn1cnc(C(=O)N2CCC(F)(c3nc(-c4ccncc4)no3)CC2)c1
16%	O=C(CC(c1ccccc1)S(=O)(=O)c1ccccc1)c1ccc(F)cc1 (centres undefined)
-13%	COc1ccc(-c2nc(Cn3nnc(C(=O)Nc4ccc5c(c4)OCCO5)c3N)c(C)o2)cc1
?	CCCOc1ccc(-c2nc(C#N)c(NCc3ccco3)o2)cc1
2%	CCOc1ccc(OCC)c(NS(=O)(=O)c2ccc3[nH]c(=O)ccc3c2)c1
17%	C/C(=N/NC(=O)CNS(=O)(=O)c1ccccc1)c1ccc(Br)cc1
?	CC(=O)N1CCN(c2ncccc2CNC(=O)C2COc3ccccc3C2)CC1 (centres undefined)
?	CCCCN(CC)CCCNC(=O)c1cc2c(=O)[nH]c3ccccc3c2s1
-13%	O=C(O)C[C@@H]1CCN(C(=O)C2CCCC2)C[C@@H]1CCN1CCC(n2c(=O)[nH]c3ccccc32)CC1
-17%	COc1cc(/C=C(/C#N)C(=O)c2c(Cl)cccc2Cl)cc(OC)c1OC
-71%	C=Cc1ccc(Cn2c(=O)n(-c3ccc(C)cc3)c(=O)c3c2c2cc(OC)ccc2n3C)cc1
13%	CCOc1ccc(C(=O)NC(C(=O)NCCc2ccc(S(N)(=O)=O)cc2)C(C)C)cc1 (centres undefined)
4%	O=C(c1ccc(F)cc1Cl)N1C[C@@H](CO)[C@H](c2ccccn2)C1
5%	CN(Cc1cccc(Cl)c1Cl)C(=O)CCNC(=O)Nc1ccccc1
-4%	O=C1CCSC2(C(=O)N(Cc3ccc(F)cc3)c3ccccc32)N1c1ccccc1 (centres undefined)
18%	CC(C)c1cccc(N/C=C/C(=O)c2ccc(Br)cc2)c1
-1%	CC(C)CCn1nc(C(=O)OC/C(O)=C(\C#N)c2nc3ccccc3[nH]2)c2ccccc2c1=O
1%	CN1C(=O)CCC2(C(=O)O)CCCC=C12 (centres undefined)
0%	Cc1ccccc1SC1CCN(c2cc(C3CC(O)C3)ncn2)CC1 (centres undefined)
11%	CCN(C(=O)COC(=O)C1CCN(S(=O)(=O)c2c(Cl)cccc2Cl)CC1)C1CCCCC1
-7%	COc1c(C)cccc1C(=O)N1CCC2(CCNCC2)CC1
?	COc1ccc2cnn(CC(=O)Nc3ccc(F)cc3)c(=O)c2c1OC
6%	CCc1nnc2c(Nc3ccc(Br)c(C)c3)nc3ccccc3n12
?	Cc1ccccc1CS(=O)(=O)c1ncc(Cl)c(C(=O)Nc2nnc(C(C)C)s2)n1
13%	Cc1ccccc1C(=O)NCCc1c[nH]c2ccccc12
18%	CC(=O)c1ccc(NC2OCC(O)C(O)C2O)cc1 (centres undefined)

Going on with the list:
KDM5B inhibitor	Compound
-4%	COc1ccc(C)cc1NC(=O)c1ccc(-n2cccn2)cc1
-24%	O=C(CC1=C2CCCCC2N(Cc2ccccc2)C1=O)NC1CCS(=O)(=O)C1 (centres undefined)
?	COc1ccc(N2CCN(C(=O)CCn3cnc4onc(-c5ccc(F)cc5)c4c3=O)CC2)cc1
17%	C[C@]1(CO)[C@H]2Cc3sc(NC(=O)C4CCCCC4)nc3[C@@H](CC(=O)NCc3cccnc3)[C@]2(C)CC[C@H]1O
10%	Cc1ccc(-c2ccc(=O)n(CC(=O)Nc3c(C)cccc3C)n2)cc1S(=O)(=O)N1CCOCC1
32µM*	COc1ccccc1-c1ccnc(-n2ncc(C(=O)NCCc3cccnc3)c2C2CC2)n1
1%	O=C(CSc1ccccn1)c1ccc(C2CC2(Cl)Cl)cc1 (centres undefined)
42%[activator]	CCn1c(CNC(=O)c2ccco2)nnc1SCC(=O)Nc1ccccc1Cl
-23%	Cn1ncc2c(Nc3cc(C(F)(F)F)ccc3Cl)ncnc21
?	CC(=O)N/C(=C/c1ccc2c(c1)OCO2)C(=O)NC(Cc1ccccc1)C(=O)O (centres undefined)
-12%	Cc1ccc(S(=O)(=O)N2CCN(C(=O)CN(Cc3ccco3)Cc3ccco3)CC2)cc1C
28%	Cc1ccc(-c2nnc(C3CN(C(=O)c4ccccc4F)CC34CCOCC4)o2)cc1 (centres undefined)
20%	COc1ccc(-c2cnn3c2NC(=O)CC3C(=O)Nc2ccc(F)c(Cl)c2)cc1OC (centres undefined)
7%	Cc1cc(NC(=O)N(Cc2ccco2)C2CC2)n(C)n1
-8%[86.2 µM]	Cc1cnc(NC(=O)c2ccc3c(c2)OCCN(CCC(F)(F)F)C3)s1

The list is partial; the hit share may differ from the screen's.
